697 NFkB inh: inhibitors of the PMA/ionomycin-induced NF-kB reporter in 697 B cells; actives 0.33% (n = 330,000); 697 B-cell NF-kB luciferase reporter, 16 h; inhibition, % at 4 µM; in the data active = inhibition above about 35%
APJ antagonist: blocks the human apelin receptor APJ. actives 0.32% (n = 330,000). inhibition, % at 20 µM. P35414. CHO-K1 APJ beta-arrestin complementation, luminescence;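 active = inhibition above about 40% at 20 µM, limit read from the data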;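 note: cells challenged with 10 nM apelin-13 agonist together with compound; plate controls were apelin-13 plus DMSO wells for no effect and DMSO wells lacking apelin-13 for full effect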
Target sequence (P35414 whole entry, looked up): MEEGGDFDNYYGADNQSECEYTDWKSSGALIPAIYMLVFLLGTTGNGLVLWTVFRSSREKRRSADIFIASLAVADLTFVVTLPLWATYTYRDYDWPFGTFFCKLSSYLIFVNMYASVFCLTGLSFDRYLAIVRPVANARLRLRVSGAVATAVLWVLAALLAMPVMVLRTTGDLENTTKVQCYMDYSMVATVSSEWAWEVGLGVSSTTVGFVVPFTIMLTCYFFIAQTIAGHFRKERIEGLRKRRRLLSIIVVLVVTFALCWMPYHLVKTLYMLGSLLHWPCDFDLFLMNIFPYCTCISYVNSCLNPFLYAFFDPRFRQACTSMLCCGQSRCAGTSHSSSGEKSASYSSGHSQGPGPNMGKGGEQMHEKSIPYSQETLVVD
Jurkat NFkB inh: lowers PMA/ionomycin-induced NF-kB signal in Jurkat cells | PMA/ionomycin-induced NF-kB luciferase reporter, luminescence | inhibition, % at 4 µM | actives 0.53% (n = 330,000) | AID 435003; in the data active = inhibition above about 50%
UBC13 polyUb: blocks human UBC13 polyubiquitin chain formation; P61088; TR-FRET; inhibition, % at 20 µM; actives 0.47% (n = 330,000); in the data active = inhibition above about 45%, passing the limit was not always enough
CXCR6 inh: blocks human CXCR6 beta-arrestin recruitment; CHO-K1 PathHunter CXCR6 beta-arrestin, luminescence; inhibition, % at 20 µM; O00574; actives 0.36% (n = 360,000); in the data active = inhibition above about 34%, passing the limit was not always enough;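 note: antagonist mode with CXCL16 agonist at 10 nM final; 0% = 10 nM CXCL16 with DMSO and 100% = unstimulated wells without agonist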
Target sequence (O00574 whole entry, looked up): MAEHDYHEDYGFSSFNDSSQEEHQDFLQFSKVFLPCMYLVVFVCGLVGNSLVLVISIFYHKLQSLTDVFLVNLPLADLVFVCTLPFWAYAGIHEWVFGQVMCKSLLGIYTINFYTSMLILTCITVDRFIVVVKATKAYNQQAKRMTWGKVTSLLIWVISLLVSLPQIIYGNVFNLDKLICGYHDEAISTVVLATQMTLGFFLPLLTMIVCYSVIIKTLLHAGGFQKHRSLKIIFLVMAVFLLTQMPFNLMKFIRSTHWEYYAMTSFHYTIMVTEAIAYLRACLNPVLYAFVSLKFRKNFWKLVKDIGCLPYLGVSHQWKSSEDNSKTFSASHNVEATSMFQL
Gli-Sufu block: Gli-Sufu pathway antagonism; inhibition, % at 5 µM; actives 0.74% (n = 340,000); Sufu-KO-LIGHT fibroblasts, Gli luciferase reporter luminescence;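 active = inhibition above about 55%, limit read from the data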;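 note: 0% = DMSO-treated cells and 100% = wells with medium but no cells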
EBI2 block: blocks human EBI2 receptor beta-arrestin signaling | P32249 | EBI2 beta-arrestin recruitment, luminescence, 7a,25-OHC stimulated | inhibition, % at 5 µM | actives 0.81% (n = 360,000) | AID 651636; in the data active = inhibition above about 38%;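 note: enzyme fragment complementation signal reports receptor beta-arrestin coupling in cells; 0% = agonist plus DMSO wells and 100% = wells without agonist; some results beyond the cut were filed as inactive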
Target sequence (P32249 whole entry, looked up, the tested form may be a part): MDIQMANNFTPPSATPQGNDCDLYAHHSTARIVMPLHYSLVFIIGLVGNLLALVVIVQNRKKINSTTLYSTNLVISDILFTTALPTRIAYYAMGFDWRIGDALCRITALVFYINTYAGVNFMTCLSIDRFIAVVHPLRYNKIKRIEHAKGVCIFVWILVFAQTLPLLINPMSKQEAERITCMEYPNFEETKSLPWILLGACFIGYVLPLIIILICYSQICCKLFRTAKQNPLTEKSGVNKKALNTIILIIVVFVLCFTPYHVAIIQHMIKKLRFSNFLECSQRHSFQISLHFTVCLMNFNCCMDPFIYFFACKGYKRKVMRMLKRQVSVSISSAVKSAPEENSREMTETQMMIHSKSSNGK
CCR6 antagonist: blocks CCL20-driven beta-arrestin recruitment at human CCR6; P51684; CHO-K1 CCR6 PathHunter beta-arrestin, luminescence, CCL20-stimulated; actives 0.49% (n = 340,000); inhibition, % at 20 µM; AID 493098;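 active = compounds whose inhibition of the agonist-driven luminescence signal at 20 µM reaches about 50%, limit read from the data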;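 note: cells stimulated with CCL20 at 14 nM final; plate controls were DMSO with CCL20 for no effect and DMSO without agonist for full effect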
Starred values were filed as active, the others as inactive; . = not tested or not shown. The order is random. About 3% of those tested had a hit in this group.

SMILES	697 NFkB inh	APJ antagonist	Jurkat NFkB inh	UBC13 polyUb	CXCR6 inh	Gli-Sufu block	EBI2 block	CCR6 antagonist
Cc1ccc2c(c1)C1(OCCCO1)C(=O)N2CC(=O)NN	4	-4	10	-7	-3	46	0	6
CCCc1cc(C(=O)N2CCCN(C)CC2)cs1	-4	4	-5	8	1	6	1	-11
Cc1cccc(-c2nc(C#N)c(NC3CCCCC3)o2)c1	-101	10	-72	7	6	-66	12	11
COc1ccc(C(=O)NC(C(=O)NCc2ccccc2OC)C(C)C)cc1 (centres undefined)	-6	-9	6	7	5	6	1	8
CCOc1ccccc1NC(=O)CN1CCCCCC1	-27	1	2	-5	-4	-5	-14	0
Cc1oc(/C=N/NS(=O)(=O)c2ccccc2)cc1Br	-30	24	2	-14	3	-15	-4	14
CC(C)C(=O)Nc1cccnc1	-4	17	9	3	0	9	1	8
COCCC(C(=O)Oc1c(C(C)(C)C)cc(C)cc1C(C)(C)C)c1ccccc1 (centres undefined)	3	4	-11	-3	-3	-6	4	31
C[C@H](CO)N1C[C@H](C)[C@@H](CN(C)CC2CC2)Oc2c(NS(=O)(=O)c3ccc(F)cc3)cccc2C1=O	0	-9	-1	-7	6	-11	-10	11
O=C(NC1C2CC3CC(C2)CC1C3)c1ccc2c(c1)OCO2 (centres undefined)	-27	-15	-16	-3	3	-23	-2	3
O=c1c2c3nc4ccccc4nc3n(CCN3CCOCC3)c2ncn1CCN1CCOCC1	.	.	.	.	3	-6	9	-1
Cc1c(C)c(C)c(C(=O)C2CCN(c3ccc([N+](=O)[O-])cn3)CC2)c(C)c1C	-6	10	73*	1	6	12	-11	2
Cc1cccc(-c2nnc(SC(C)C(=O)N3CCOCC3)o2)c1 (centres undefined)	1	12	5	1	7	-16	-19	6
O=c1c2sccc2nc(SCc2cc(=O)n3ccccc3n2)n1-c1ccc(Br)cc1	17	9	3	12	3	10	-8	27
COc1cc(C(O)c2nc3ccccc3n2C(C)C)cc(OC)c1OC (centres undefined)	-5	-2	-13	-8	-6	-12	-11	8
O=C(NCC(c1ccco1)N1CCCCC1)c1ccc2c(c1)S(=O)(=O)c1ccccc1C2=O (centres undefined)	6	-4	-9	9	-12	25	1	14
CCOC(=O)c1cnc2c(-c3ccc(Cl)cc3)cnn2c1C	-119	13	-113	6	-2	-87	3	-1
O=C(/C=C/c1cc([N+](=O)[O-])ccc1OC(F)F)NCc1ccc(F)cc1	15	-17	-5	2	3	7	3	-3
Cc1cc(/C=C2\SC(=S)NC2=O)c(C)n1-c1ccccc1	-94	19	-15	-30	22	-56	-3	45
CC(C)Cn1c(SCC(=O)O)nnc1-c1cccc(S(=O)(=O)N2CCOCC2)c1	-1	6	-1	-5	-7	4	0	0
COc1ccc(S(=O)(=O)N2CCOCC2)cc1NC(=O)COC(=O)CCS(=O)(=O)c1ccc(C)cc1	.	.	.	.	0	-4	2	-4
O=C(COC(=O)c1cccc(F)c1)Nc1ccc2c(c1)OCCO2	-2	-8	-2	-3	-1	2	-2	9
CC(C)NC(=O)C(c1ccc(F)cc1)N(C(=O)CCC(=O)Nc1ccccn1)C1CCCCC1 (centres undefined)	2	-22	-18	-4	11	26	-4	11
COc1ccc(N2CCN(S(=O)(=O)c3cc(Br)cnc3N)CC2)cc1	-12	6	0	-4	5	44	-10	6
O=C(Cn1ccc2ccccc2c1=O)NCCC(=O)Nc1cccc(Cl)c1	5	-16	10	6	3	20	8	11
Cc1cc(C)n(C(=O)c2ccncc2)n1	13	17	-9	4	.	.	.	.
CCc1ccccc1S(=O)(=O)Cc1ccc(C(=O)NCCc2ccccc2)o1	7	-13	11	-1	-5	-9	14	11
COc1ccccc1NC(=O)Cn1ncc2c1-c1ccccc1OC2	-41	3	-1	4	-2	-8	-2	14
COc1ccccc1CNC(=O)c1cc(-c2ccccc2C)nn1CC1CC(c2cccnc2)=NO1 (centres undefined)	3	5	-11	1	4	42	5	25
COc1ccc(N2CCN(C(=O)Nc3ccccc3Cl)CC2)cc1	2	-9	-4	-4	-2	0	8	17
O=C(Cn1nc(-c2ccccc2)ccc1=O)NCCN1CCN(Cc2ccccc2)CC1	7	13	-3	-2	-6	0	-4	-3
O=C(c1cc(COc2ccc(F)cc2F)on1)N1CCSCC1	-47	-2	-59	22	-6	1	-8	-6
Cc1sc(NC(=O)CSc2ncn(-c3ccccc3)n2)nc1-c1ccccc1	-37	5	-12	-1	0	4	21	17
O=C(c1ccnc(Cl)c1)N1CCCC(Nc2ccc(F)cc2)C1 (centres undefined)	-4	19	-4	0	2	2	-6	5
O=c1c2ccccc2nc(SCc2nnc(-c3ccccc3)o2)n1-c1ccc(F)cc1F	0	-34	7	-2	9	14	5	4
Cc1cc(C)nc(N2CCN(C(=O)CCC(=O)Nc3nnc(CC(C)C)s3)CC2)n1	5	-13	-2	4	0	-1	-7	4
N#Cc1cc(C#N)c(SCC(=O)N2CC(=O)Nc3ccccc32)nc1N	3	-5	-2	-8	4	-11	3	11
Cc1cc(Br)ccc1OCCN1CCCC1	-17	-5	-11	-5	10	9	2	10
CCNc1nc(Oc2ccc(C(=O)OCC)cc2)nc(SC)n1	7	0	-2	7	1	6	4	1
COc1ccc(CCNC(=O)C2CC(=O)N(CCc3ccccc3)C2)cc1OC (centres undefined)	-5	8	13	4	0	6	-16	-1
CCc1cc(C(=O)NNC(=S)NC(C)c2ccccc2)cs1 (centres undefined)	3	10	1	-8	3	-5	-3	-1
CCOCCOC(=O)COC(=O)c1ccccc1NC(=O)c1ccccc1	-3	12	-6	6	2	-2	-8	24
Cc1ccc(CNC(=O)CCSCc2ccccc2F)cc1	-3	-5	1	5	-2	4	-1	8
CC(=O)c1cccc(-n2c(CCC(=O)O)ccc2-c2cccs2)c1	-43	14	-8	-11	-1	1	4	-4
Cc1cc(NC(=O)CSc2nc3c(sc4ccccc43)c(=O)n2CCc2ccccc2)n[nH]1	9	0	-4	-6	-2	7	13	14
CCCOc1ccc(N2C(=O)CC(N(Cc3ccc(S(N)(=O)=O)cc3)C(=O)CC)C2=O)cc1 (centres undefined)	-1	-1	-10	-10	-6	-6	10	-11
Cc1nc(SCC(=O)Nc2ccc(OCc3ccccc3)cc2)n[nH]1	-52	2	-33	-8	0	-50	3	2
COc1ccc(NC(=O)NS(=O)(=O)c2ccc(C)cc2)cn1	.	.	.	.	-9	24	-3	-1
COc1cc(/C=C/c2cccc[n+]2C)ccc1OCC(=O)Nc1ccccc1C	10	22	8	10	-7	3	-6	-7
COc1cccc(CNC(=O)Cn2nc(C)c3c(C)n(-c4ccc(C)cc4)nc3c2=O)c1OC	0	10	10	-9	6	5	5	4
O=C(Cn1c2[n+](c3ccccc31)CC(O)CS2)c1ccccc1 (centres undefined)	-1	5	-2	-5	6	-3	-2	2
Cc1c(NC(=O)CNCc2ccc3c(c2)OCO3)c(=O)n(-c2ccccc2)n1C	1	-19	1	-18	-8	-3	-3	5
C/C(=N\NC(=S)NCc1ccccc1)c1ccc2ccccc2c1	-50	2	-24	3	7	0	7	10
CCOC(=O)C(NCc1ccccc1OC)(NC(=O)CC)C(F)(F)F (centres undefined)	9	4	-9	-1	2	.	10	10
CC1(c2ccc(OC(F)F)cc2)NC(=O)N(CC(=O)NC2CCCC2)C1=O (centres undefined)	12	5	-1	4	-5	-2	-5	-8
CCOC(=O)c1cnc2c(c(C)nn2C)c1Oc1ccc(Cl)cc1	-50	11	-2	-7	-1	0	9	8
O=C(O)CC1C(=O)OCN1C(=O)OCc1ccccc1 (centres undefined)	11	9	4	5	-5	-4	-2	12
O=C(NCCc1ccc(Cl)cc1)C1CCN(c2cnccn2)CC1	11	0	-3	2	4	-6	8	-2
Cc1ccc2c(c1)N(C(=O)CCC(=O)NCCCN1CCC(Cc3ccccc3)CC1)CCO2	-8	10	21	62*	6	11	-3	13
COc1ccc(-c2cc(=O)oc3c(C)c(OC(C)C(=O)Nc4ccc(CN5CCOCC5)cc4)ccc23)cc1 (centres undefined)	-26	26	9	5	15	45	5	4
Continued:
SMILES	697 NFkB inh	APJ antagonist	Jurkat NFkB inh	UBC13 polyUb	CXCR6 inh	Gli-Sufu block	EBI2 block	CCR6 antagonist
CCc1n[nH]c(=S)n1/N=C/c1ccc(N(CC)CC)cc1	-1	12	-12	-24	24	-1	-4	17
NNC(=O)c1nc(-c2cccc(-n3cccc3)c2)no1	-13	-6	-6	0	14	2	6	21
CN(C)c1ccc(P(=O)(OCc2ccccc2)C(O)c2ccccc2F)cc1 (centres undefined)	0	-3	9	8	4	2	4	7
COc1cc(C(C#N)N2CCC(c3ccccc3)=N2)ccc1O (centres undefined)	4	-7	-11	0	3	-2	-5	11
CC1=C(C)CC(C(=O)c2ccccc2)C(C(=O)O)C1 (centres undefined)	8	17	5	5	-8	1	-1	8
Cc1nnc(N2C(=O)c3cccc4cccc(c34)C2=O)s1	2	9	7	-4	1	-13	-4	2
O=C(O)COc1ccccc1/C=N/NC(=O)/C(=C\c1ccc2c(c1)OCO2)NC(=O)c1ccccc1	24	5	9	-10	4	0	-7	4
Cc1cc(C)c(C)c(S(=O)(=O)N2CCN(C(=O)c3ccccn3)CC2)c1C	-1	-12	5	0	-6	4	-1	-4
Cc1ccc(NC(=O)c2ccccc2)cc1C	4	9	-12	1	2	-24	-10	4
CCN(CC)c1nc(Oc2ccc(C(=O)NN)cc2)nc(Oc2ccc(C(=O)NN)cc2)n1	25	-11	-22	2	-5	-7	-10	-5
O=S(=O)(Nc1ccc(O)c2ccccc12)c1ccc(Br)cc1	-6	-24	-3	-23	.	.	.	.
C/C(=N/NC(=O)CNC(=O)c1cccc(F)c1)c1ccc2c(c1)CCCC2	7	-8	3	4	-2	2	-11	-7
CCOc1ccc(C(=O)NCC(=O)N2CCC3(CC2)NCCc2[nH]cnc23)cc1	4	24	6	8	7	-3	1	9
COc1ccc(C(=O)NC(C)c2nccs2)cc1OC1CCN(C(C)C)CC1 (centres undefined)	5	25	3	4	-5	12	-9	10
O=C1CC(c2ccc(S(=O)(=O)N3CCCCC3)cc2)CN1 (centres undefined)	12	11	2	0	-1	4	-5	-5
COC(=O)c1sc2ccc(C)cc2c1C(=O)OC	4	7	1	2	-2	21	-17	3
c1cc2c(cnc3cscc32)s1	-18	7	-6	1	0	0	-3	8
CCCCN(C(C)=O)c1c(N)n(CCC)c(=O)n(CC(=O)Nc2cc(Cl)cc(Cl)c2)c1=O	19	7	2	11	0	-3	0	4
O=C1C2CC=C(Cl)CC2C(=O)N1CCc1c[nH]c2ccccc12 (centres undefined)	-48	10	-19	2	0	2	10	8
COc1ccc(S(=O)(=O)n2ccc(C)n2)cc1C	-46	8	-26	-3	-9	-1	2	13
CCOC(=O)Cc1csc(NC(=S)NC(=O)c2cc(OC)cc(OC)c2)n1	21	8	7	-4	7	13	7	35
C=CCOn1c(=O)c(-c2ccc(OCC)cc2)[n+]([O-])c2ccccc21	-33	-24	-32	7	7	-1	-3	5
COc1ccccc1N1CCN(C2CCN(C(=O)COc3cccc(C)c3)CC2)CC1	6	12	0	6	15	22	1	5
Cc1ccc(NC(=O)c2ccc(S(=O)(=O)NCC3CCCO3)cc2)cc1 (centres undefined)	1	14	2	-1	-12	-1	10	0

Among those listed so far, these have a COOH group.
SMILES	697 NFkB inh	APJ antagonist	Jurkat NFkB inh	UBC13 polyUb	CXCR6 inh	Gli-Sufu block	EBI2 block	CCR6 antagonist
CC(C)Cn1c(SCC(=O)O)nnc1-c1cccc(S(=O)(=O)N2CCOCC2)c1	-1	6	-1	-5	-7	4	0	0
CC(=O)c1cccc(-n2c(CCC(=O)O)ccc2-c2cccs2)c1	-43	14	-8	-11	-1	1	4	-4
O=C(O)CC1C(=O)OCN1C(=O)OCc1ccccc1 (centres undefined)	11	9	4	5	-5	-4	-2	12
CC1=C(C)CC(C(=O)c2ccccc2)C(C(=O)O)C1 (centres undefined)	8	17	5	5	-8	1	-1	8
O=C(O)COc1ccccc1/C=N/NC(=O)/C(=C\c1ccc2c(c1)OCO2)NC(=O)c1ccccc1	24	5	9	-10	4	0	-7	4

Bioassay records: PubChem, Sanford-Burnham Center for Chemical Genomics
